TLR4-MyD88 BLA: inhibitors of human TLR4-MyD88 binding; O00206+Q99836; HeLa CL3-4 TLR4/MyD88 BLA complementation, FRET ratio; inhibition, % at 8.4 µM; actives 0.18% (n = 200,000); AID 861; in the data active means inhibition above about 25%;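 further: 0% = vehicle and 100% = reference inhibitor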
Target sequence (O00206 whole entry, looked up): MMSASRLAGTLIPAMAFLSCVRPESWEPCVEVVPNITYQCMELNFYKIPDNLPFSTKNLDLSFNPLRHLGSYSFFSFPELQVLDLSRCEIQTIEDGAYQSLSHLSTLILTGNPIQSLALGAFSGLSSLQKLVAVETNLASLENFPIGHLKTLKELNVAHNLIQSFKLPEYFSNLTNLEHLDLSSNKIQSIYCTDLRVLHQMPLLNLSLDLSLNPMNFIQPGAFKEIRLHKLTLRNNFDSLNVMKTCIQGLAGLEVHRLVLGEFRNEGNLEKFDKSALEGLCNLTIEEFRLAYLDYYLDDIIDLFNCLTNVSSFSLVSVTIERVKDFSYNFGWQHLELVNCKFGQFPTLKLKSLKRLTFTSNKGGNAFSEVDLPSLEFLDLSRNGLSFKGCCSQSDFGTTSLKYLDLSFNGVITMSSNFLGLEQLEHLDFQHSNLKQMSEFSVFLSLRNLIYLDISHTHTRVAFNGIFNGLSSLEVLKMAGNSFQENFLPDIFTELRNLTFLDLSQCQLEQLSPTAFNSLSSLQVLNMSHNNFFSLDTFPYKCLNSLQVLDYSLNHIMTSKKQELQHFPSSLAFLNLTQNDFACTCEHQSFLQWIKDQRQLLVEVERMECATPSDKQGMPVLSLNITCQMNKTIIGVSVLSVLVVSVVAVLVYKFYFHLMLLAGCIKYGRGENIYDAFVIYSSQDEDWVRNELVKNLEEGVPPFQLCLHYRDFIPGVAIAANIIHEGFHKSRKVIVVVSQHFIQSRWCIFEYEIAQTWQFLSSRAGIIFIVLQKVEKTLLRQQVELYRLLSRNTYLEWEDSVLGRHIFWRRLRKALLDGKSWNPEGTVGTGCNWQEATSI
Target sequence (Q99836 whole entry, looked up): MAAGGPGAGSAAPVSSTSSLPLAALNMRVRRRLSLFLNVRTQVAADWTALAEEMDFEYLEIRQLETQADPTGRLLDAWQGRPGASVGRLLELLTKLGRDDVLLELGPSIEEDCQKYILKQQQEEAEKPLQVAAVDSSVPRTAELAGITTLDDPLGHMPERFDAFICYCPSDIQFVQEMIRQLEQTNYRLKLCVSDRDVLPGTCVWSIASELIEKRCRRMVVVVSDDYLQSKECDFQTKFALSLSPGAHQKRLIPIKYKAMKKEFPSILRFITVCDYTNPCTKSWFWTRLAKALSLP
G6PDH counter: L. mesenteroides G6PDH inhibition counter-screen | Purified L. mesenteroides G6PDH, diaphorase/resazurin coupled fluorescence, 45 min | inhibition, % at 5 µM | actives 0.12% (n = 200,000); in the data active means inhibition above about 50%
STAT1 inh: STAT1 signaling inhibition; NIH 3T3 STAT1-luciferase reporter, IFN-gamma, luminescence; inhibition, % at 5.5 µM; actives 0.35% (n = 200,000);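 active means inhibition above a set limit, the mean inhibition across all tested compounds plus 3 SD, cut at about 34% in these data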;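 further: 0% = IFN-gamma with DMSO and 100% = IFN-gamma with 300 µM nifuroxazide; values of inactives mirror those of a sister screen read the other way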
STAT1 act: activators of IFN-gamma induced STAT1 signaling | NIH 3T3 STAT1-luciferase reporter, luminescence; 100% = IFN-gamma alone, no compound | activation (% of control), % at 5.5 µM | actives 2.6% (n = 200,000) | AID 932;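 active means activation above the screen-wide mean activation plus 3 SD, cut at about 130% in these data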;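 further: raw ratio to IFN-gamma control signal so 100% means no change and 0% no light; values of inactives mirror those of a sister screen read the other way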
Diaphorase inh: counter-screen for diaphorase-based assays: diaphorase inhibitors and chemical oxidizers | diaphorase resazurin-to-resorufin fluorescence, NADH, 16 min; bacterial (C. kluyveri) enzyme, not human | actives 0.69% (n = 190,000) | inhibition, % at 20 µM | AID 1217;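 active means primary screen inhibition at 20 µM above a set limit, cut at about 50% in these data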;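 further: plate controls were DMSO with full reaction for no effect and wells lacking NADH for full effect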
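Test system: diaphorase enzyme from Clostridium kluyveri; amount: diaphorase at 0.14 U/mL in enzyme working solution; detection: fluorescence of resorufin formed from resazurin, Ex 544/Em 590 nm; times: reaction incubation of 16 min at room temperature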
STAT3 inh: reduces IL-6 driven STAT3 reporter signal; U3A cells, IL-6 STAT3-luciferase reporter, luminescence; host cell line lacks STAT1; inhibition, % at 5.5 µM; actives 0.89% (n = 190,000); AID 862;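 active means inhibition above the mean inhibition across all screened compounds plus 3 SD, cut at about 44% in these data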;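 further: 0% = DMSO only wells and 100% = 100 µM nifuroxazide control wells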
Diaph act CS: activates diaphorase or chemically reduces, flagging diaphorase assay artifacts; Diaphorase/resazurin coupled assay, resorufin fluorescence, 16 min; active compounds read high; 1 = vehicle wells, 0 = NADH-free wells; activation factor at 20 µM; actives 0.005% (n = 190,000);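 active means diaphorase activity raised at least twofold by the compound at 20 µM; inactive means activation factor below 2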
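test system = bacterial diaphorase enzyme (C. kluyveri) | quantity = enzyme 0.07 U/mL final | reagent = NADH substrate 0.114 mM plus resazurin dye 0.1 mM, final | incubation = 16 min enzyme reaction, ambient temperature | buffer or medium = HEPES pH 7.4 buffer with MgCl2 and Tween 20 | signal = fluorescence of resorufin, 544 nm excitation, 590 nm emission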
APP transl inh: APP translation inhibition. SH-SY5Y APP 5'UTR-luciferase reporter, luminescence. inhibition, % at 2 µM. actives 0.82% (n = 190,000). AID 1285;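 active means inhibition above a set limit, derived from the sample mean plus 3 SD, cut at about 45% in these data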; further: values of inactives mirror those of a sister screen read the other way
STAT3 act: STAT3 signaling activation | U3A cells, IL-6 STAT3-luciferase reporter, luminescence; 100% = signal with IL-6 EC80 alone | activation (% of control), % at 5.6 µM | actives 0.91% (n = 190,000);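 active means activation above the screen-wide mean of compound activation plus 3 SD, cut at about 130% in these data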;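 further: 0% = background luminescence of wells with medium and substrate only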
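Test system: human U3A cells carrying STAT3-luciferase construct; control set: IL-6-only wells as 100% reference; timing: compound pre-incubation 1 h before IL-6, then 6 h stimulation at 37 °C; also added: IL-6 stimulus at 33 ng/mL final; evaluation: % activation versus median of IL-6-stimulated wells; detection: reporter luminescence signal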
Hsp70 act: switches on Hsp70 transcription; actives 0.04% (n = 200,000); HeLa Hsp70 promoter luciferase reporter, luminescence; scaled: vehicle 0, proteasome-inhibitor control 100%; activation, % at 10 µM; AID 1203;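 active means activation above the mean across all tested compounds plus 3 SD, cutoff set per campaign, cut at about 5.5% in these data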;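 further: 100% = MG132 at 30 µM as the positive control and 0% = DMSO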
The depositor's hits bear a star; . = not tested or not shown.

Below each compound – TLR4-MyD88 BLA	G6PDH counter	STAT1 inh	STAT1 act	Diaphorase inh	STAT3 inh	Diaph act CS	APP transl inh	STAT3 act	Hsp70 act
> CCOc1ccc(NCc2nnc(SCC(=O)Nc3nc(-c4ccccc4)cs3)n2-c2ccccc2)cc1
  3	-18	7	94	8	-4	0.9	16	101	-0.3
> O=C(c1ccc2c(c1)OCO2)N1CCN(c2ccccn2)CC1
  -7	0	-6	105	-2	2	1	14	100	-0.6
> NS(=O)(=O)c1ccc(NC(=O)CSC2=NC(=O)C(c3ccccc3)C(=O)N2)cc1 (centres undefined)
  -8	-1	-5	105	19	1	0.8	1	100	0.0
> COc1cc(/C=C(\C#N)C(=O)NCC2CCCO2)ccc1OCC(N)=O (centres undefined)
  -8	11	-9	106	3	6	1	-20	98	-0.4
> COC(=O)CSc1ccc2nnc(CCNS(=O)(=O)c3ccccc3)n2n1
  12	3	1	99	8	-2	0.9	-14	107	0.7
> CCN(CC)CCOC(=O)c1cccc(OC)c1
  5	18	2	99	11	9	0.9	-16	95	-0.3
> COc1cc(C(=O)Nc2cc(C)c(OCC(=O)N3CCOCC3)c(C)c2)cc(OC)c1OC
  0	11	5	95	13	14	0.9	-3	93	-0.4
> COc1ccc(CN(CC2CCCO2)C(=O)CN2C(=O)C(C)Oc3ccc(C)cc32)cc1OC (centres undefined)
  -9	0	-12	111	5	-5	0.9	18	107	0.0
> Cc1ccc(S(=O)(=O)N2CCCCC2)cc1NC(=O)CSCC(=O)O
  -3	1	12	89	15	5	0.8	-5	99	-0.3
> O=C(NCCC1=CCCCC1)C(=O)NCC(c1ccco1)N1CCN(c2ccccc2)CC1 (centres undefined)
  -1	-13	4	97	11	-7	0.9	3	104	0.2
> CC1=NN(c2ccc(C)cc2)C(=O)/C1=C\c1ccc(Br)s1
  -9	-10	-4	103	0	-35	1	1	126	-0.1
> O=C(O)CC(C(=O)NC1CCCCC1)C1CCCO1 (centres undefined)
  -14	3	-5	105	22	-2	0.8	28	104	0.0
> CCN(CC)c1ccc(/C=N/N2CCN(Cc3ccccc3)CC2)c(O)c1
  0	-17	4	97	26	9	0.7	-7	91	-0.2
> Cc1ccc(-c2n[nH]c(=O)c3ccccc23)cc1S(=O)(=O)Nc1ccccc1
  -5	19	-5	105	13	8	0.9	-13	95	-0.2
> COc1cc(-c2[nH]ncc2CN2CCc3sccc3C2)cc(OC)c1OC
  -17	0	6	93	2	13	1	15	92	-0.4
> Cc1cc(C(F)(F)F)nn1CCCNC(=O)c1cnccn1
  2	2	0	102	9	1	0.9	4	103	0.2
> COC(=O)C(C)N1C(=O)S/C(=C/c2cc(C)n(-c3ccccn3)c2C)C1=O (centres undefined)
  2	6	-45	152*	19	-8	0.8	-59	107	-0.1
> CCC(NC(=O)NCc1ccc2c(c1)OCO2)(C(F)(F)F)C(F)(F)F
  5	25	7	95	11	-7	0.9	-18	109	-0.1
> Cc1cc(-c2ccccc2)nc2cc(C(=O)N(Cc3ccccc3)Cc3ccccc3)nn12
  19	-2	3	98	26	0	0.7	-13	103	0.0
> Cc1cc2nc(C(F)(F)F)cc(-c3cccs3)n2n1
  -6	4	-18	116	-4	11	1	-28	93	0.5

Part of the list above, set out differently:
SMILES	TLR4-MyD88 BLA	G6PDH counter	STAT1 inh	STAT1 act	Diaphorase inh	STAT3 inh	Diaph act CS	APP transl inh	STAT3 act	Hsp70 act
CC1=NN(c2ccc(C)cc2)C(=O)/C1=C\c1ccc(Br)s1	-9	-10	-4	103	0	-35	1	1	126	-0.1
O=C(O)CC(C(=O)NC1CCCCC1)C1CCCO1 (centres undefined)	-14	3	-5	105	22	-2	0.8	28	104	0.0

(continued)
Below each compound – TLR4-MyD88 BLA	G6PDH counter	STAT1 inh	STAT1 act	Diaphorase inh	STAT3 inh	Diaph act CS	APP transl inh	STAT3 act	Hsp70 act
> O=C(CN1C(=O)C2C3C=CC(C4CC34)C2C1=O)Nc1cccc2ncccc12 (centres undefined)
  -10	10	-3	102	13	-10	0.9	-1	113	-0.1
> Cc1ccc(Cl)cc1NC(=O)CCCN1C(=O)c2cccnc2C1=O
  -20	13	-10	109	2	0	1	14	102	0.0
> CCCn1c(NCc2cc(OC)ccc2OC)nc2ccccc21
  16	6	-11	110	-4	8	1	-3	99	0.6
> NC(=NC1CCCCC1)c1ccc(Cl)cc1
  -5	14	-5	101	-19	8	1.2	0	97	0.2
> COc1ccc(CCN2C(=O)C(Oc3ccccc3)C2c2ccc3c(c2)OCO3)cc1 (centres undefined)
  -15	6	-5	105	-6	2	1.1	-9	101	-0.4
> O=C(O)C1CCCCC1C(=O)NCc1ccccc1 (centres undefined)
  6	9	-7	106	3	3	1	-4	95	-0.3
> Cc1ccc(N(C)C(=O)N2CCN(S(=O)(=O)c3c(C)cc(C)cc3C)CC2)cc1
  -6	5	2	98	13	2	0.9	11	99	-0.2
> CN1C(=O)/C(=C/c2cc(C(C)(C)C)c(O)c(C(C)(C)C)c2)NC1=S
  5	4	14	86	46	6	0.5	-1	96	-0.3
> Cc1cc(C)c(C(=O)CSc2nnc(C)s2)c(C)c1
  -1	9	-15	111	-6	26	1.1	-3	81	-0.4
> COc1ccc(C2=NOC(COC(=O)c3ccc4ccccc4n3)C2)cc1 (centres undefined)
  -10	0	-6	106	19	-3	0.8	-17	103	0.0
> Cc1nc(NC(N)=S)sc1C(=O)Nc1ccccc1
  6	8	2	98	-2	14	1	9	92	-0.3
> COc1ccc(N2C(=O)/C(=C/c3ccc([N+](=O)[O-])cc3)N=C2C)cc1
  5	-12	0	98	4	13	1	3	92	-0.5
> Cc1ccc(C2OCC3(CO)COC(c4ccc(C)cc4)N23)cc1 (centres undefined)
  6	8	0	100	2	-2	1	.	108	-0.6
> CC(=O)c1ccc(OC(=O)c2cc3ccccc3oc2=O)cc1
  -4	5	4	97	8	8	0.9	2	101	0.3
> CC(C)S(=O)(=O)CC(=O)c1ccc(Cl)cc1
  -4	3	2	97	3	7	1	-7	100	0.1
> Cc1ccc(-c2noc(C3CCCN(S(=O)(=O)c4ccc5ccccc5c4)C3)n2)o1 (centres undefined)
  2	2	-11	110	23	10	0.8	1	97	-0.5
> CC(=O)c1ccc(N2CCCC2)c(F)c1
  19	0	-12	111	10	22	0.9	0	84	-0.3
> CCNC(=O)CN1C(=O)NC2(CCCc3cc(OC)ccc32)C1=O (centres undefined)
  -3	1	-3	102	6	2	0.9	-4	103	-0.5
> CSc1nncc(-c2ccccc2)n1
  -8	-2	-8	106	10	10	0.9	-23	95	-0.3
> Cc1c(Br)cc(C(=O)O)c(C)c1C
  15	14	1	99	-1	-3	1	-3	105	-0.1

Pulled one by one from the list above, six records:
Below each compound – TLR4-MyD88 BLA	G6PDH counter	STAT1 inh	STAT1 act	Diaphorase inh	STAT3 inh	Diaph act CS	APP transl inh	STAT3 act	Hsp70 act
> CC(=O)c1ccc(OC(=O)c2cc3ccccc3oc2=O)cc1
  -4	5	4	97	8	8	0.9	2	101	0.3
> CC(C)S(=O)(=O)CC(=O)c1ccc(Cl)cc1
  -4	3	2	97	3	7	1	-7	100	0.1
> CC(=O)c1ccc(N2CCCC2)c(F)c1
  19	0	-12	111	10	22	0.9	0	84	-0.3
> CSc1nncc(-c2ccccc2)n1
  -8	-2	-8	106	10	10	0.9	-23	95	-0.3
> Cc1nc(NC(N)=S)sc1C(=O)Nc1ccccc1
  6	8	2	98	-2	14	1	9	92	-0.3
> Cc1c(Br)cc(C(=O)O)c(C)c1C
  15	14	1	99	-1	-3	1	-3	105	-0.1

Continued.
Below each compound – TLR4-MyD88 BLA	G6PDH counter	STAT1 inh	STAT1 act	Diaphorase inh	STAT3 inh	Diaph act CS	APP transl inh	STAT3 act	Hsp70 act
> CN1CCN(c2nc3c(c(=O)[nH]c(=O)n3C)n2CCCSc2ncccn2)CC1
  3	6	-6	106	8	6	0.9	6	98	-0.1
> Cc1ccc(NC(=O)C(=O)NCc2ccc(/C=C(/C#N)C(=O)NCc3cccnc3)o2)cc1C
  -2	-2	0	100	15	6	0.8	-18	99	-0.5
> O=C1CCCN1CCC1CCN(C(=S)Nc2ccc(F)cc2)CC1
  -6	14	-1	101	20	6	0.8	-19	99	0.1
> CN(C)CCCN(C(=O)c1cccs1)c1nc2cc3c(cc2s1)OCO3
  0	0	-10	108	6	-6	0.9	23	107	-0.1
> CN(C)/C=C(\C=O)c1ccc(Cl)cc1Cl
  1	12	4	96	13	7	0.9	-6	97	0.0
> Cc1occc1C(=O)NNC(=O)C1CCCCC1
  6	8	1	99	9	2	0.9	-13	96	-0.3
> COc1ccc(CCNC(=S)NC2CCN(Cc3ccccc3)CC2)cc1
  3	0	1	98	-15	-7	1.1	3	107	-0.4
> CC(=O)OC[C@H]1O[C@H](C/C=N/O[C@@H](C)c2cn([C@H](CO)Cc3ccccc3)nn2)C=C[C@@H]1OC(C)=O
  6	18	-4	104	9	-2	0.9	-4	99	0.1
> O=C(O)CCc1nc(-c2ccc(Cl)cc2)no1
  -3	6	9	92	7	0	0.9	1	101	0.4
> CCC(C)NS(=O)(=O)c1ccc(NC(=O)c2cccs2)cc1 (centres undefined)
  -10	12	-2	100	14	14	0.9	-2	94	0.7
> O=C(c1ccc(Br)o1)N1CCN(c2ccccc2F)CC1
  -10	-5	1	99	4	12	1	-19	92	0.1
> Cc1nn(CCC(N)=S)c2nc(-c3cccs3)cc(C(F)(F)F)c12
  10	-18	-3	103	22	4	0.8	10	99	-0.4

Structures above that bear a hit mark in STAT1 act.
mol	TLR4-MyD88 BLA	STAT1 inh	STAT1 act	Diaph act CS	APP transl inh	STAT3 act	Hsp70 act
COC(=O)C(C)N1C(=O)S/C(=C/c2cc(C)n(-c3ccccn3)c2C)C1=O (centres undefined)	2	-45	152*	0.8	-59	107	-0.1
